# MITF inh: MITF inhibitors, primary screen, biochemical, AlphaScreen, human; Microphthalmia-associated transcription factor (Homo sapiens), O75030; AlphaScreen MITF homodimerization, bead proximity signal; inhibition, % at 2.6 µM; 650,000 tested, 0.91% active; AID 1259374, 2018; in the data active means inhibition above about 50%;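 further: 0% = vehicle wells with protein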
# TEAD-YAP inh: TEAD-YAP interaction inhibition, primary screen, TEAD-YAP interaction inhibitor project, luminescence, HEK-TIYL cells; TEAD-Gal4/YAP UAS-luciferase luminescence; inhibition, % at 9.12 µM; 640,000 tested, 1.4% active; in the data active means inhibition above about 32%;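 further: 0% = median of test compound wells and 100% = reference inhibitor wells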
# FBW7 act: FBW7 E3 ligase activators, primary screen, biochemical, AlphaScreen, human; AlphaScreen FBW7–phospho-cyclin E peptide binding, activator screen; normalized activity (activation), % at 26.1 µM; 650,000 tested, 0.13% active; AID 1259310, 2017; in the data active means normalized activity above about 1.9%;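 further: purified mutant Fbw7 with reduced substrate affinity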
# Target sequence (Q969H0 whole entry, looked up): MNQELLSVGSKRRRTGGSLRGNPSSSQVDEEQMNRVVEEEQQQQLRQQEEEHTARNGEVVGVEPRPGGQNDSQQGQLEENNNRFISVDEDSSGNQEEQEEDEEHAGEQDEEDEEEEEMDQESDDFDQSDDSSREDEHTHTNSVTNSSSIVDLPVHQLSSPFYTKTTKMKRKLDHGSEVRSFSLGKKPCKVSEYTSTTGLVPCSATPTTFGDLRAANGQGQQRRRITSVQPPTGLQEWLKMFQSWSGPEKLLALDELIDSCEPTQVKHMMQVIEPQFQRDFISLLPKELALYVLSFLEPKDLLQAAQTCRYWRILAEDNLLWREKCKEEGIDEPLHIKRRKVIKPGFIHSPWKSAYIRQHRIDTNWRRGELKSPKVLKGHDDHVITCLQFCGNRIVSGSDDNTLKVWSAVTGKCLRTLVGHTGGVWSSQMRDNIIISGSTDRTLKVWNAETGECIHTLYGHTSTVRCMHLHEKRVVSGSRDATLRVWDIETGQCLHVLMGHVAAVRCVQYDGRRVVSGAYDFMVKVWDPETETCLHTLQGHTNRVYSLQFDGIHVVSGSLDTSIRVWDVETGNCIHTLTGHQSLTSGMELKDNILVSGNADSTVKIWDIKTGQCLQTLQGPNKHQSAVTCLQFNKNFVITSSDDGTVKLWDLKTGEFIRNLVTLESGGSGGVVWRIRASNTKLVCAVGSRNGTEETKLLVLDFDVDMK
# GPR151 ag: activators of human GPR151, primary screen, cell-based, PathHunter beta-arrestin, luminescence; G-protein coupled receptor 151 (Homo sapiens), Q8TDV0; PathHunter beta-arrestin GPR151 cells; 650,000 tested, 1% active; activation, % at 11.2 µM; in the data active means activation above about 4.9%;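 further: 0% = median of compound wells and 100% = cells with positive control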
# * = called active by the depositor; . = no result given; & = joins results of further samples.
SMILES,MITF inh,TEAD-YAP inh,FBW7 act,GPR151 ag
COc1ccc(NC(=O)COc2ccccc2)c(OC)c1,-4,-21,-0.1,1.9
O=c1cc(CSc2nc(Nc3ccc4c(c3)OCO4)c3ccccc3n2)nc2ccccn12,3,-8,-0.2,-0.1
O=C(COC(=O)CC1CC2CCC1C2)Nc1cc([N+](=O)[O-])ccc1F (centres undefined),7,-3,-0.1,0.6
CN(Cc1ccon1)c1nc2nonc2nc1N1CCCCCC1,5,4,-0.1,1.4
C=CCc1cc(/C=C2/C(=O)NC(=O)N(c3ccc(OCC)cc3)C2=O)ccc1O,16,8,0.2,9.3*
NC(=O)CSc1nc2ccccc2n1-c1ccccc1,8,8,0.0,-0.6
N#C/C(=C\c1ccc(-c2ccc(F)cc2F)o1)c1nn(CCO)c(N)c1C#N,3,-14,0.0,3.4
C/C(CC(=O)Nc1cccc(I)c1)=N\NC(=O)c1ccccc1O,-10,-31,-0.3,0.1
CC(C)N1CCC(N2CCN(Cc3nc(-c4ccccc4)cs3)CC2CCO)CC1 (centres undefined),6,-5,-0.1,0.3
Clc1ccc(C(c2ccccc2Cl)C(Cl)Cl)cc1 (centres undefined),-1&-11&12,-4&11,0.4&-0.2&0.1,-0.6&1.2&2.1
Cc1ccccc1CN1CCc2nnc(CNC(=O)Cc3cccc(F)c3)n2CC1,-3,12,0.5,1.5
CC(=O)Oc1ccc(C(=O)Nc2cc(C)on2)cc1,1,-35,0.1,-5.5
CCn1c(SCC(=O)Nc2cccc(OC)c2)nnc1-c1cccs1,19,0,0.4,2.5
CC(C)[C@@H]1NC(=O)[C@H]2CN(C(=O)c3cccc(F)c3F)CCN2C1=O,23,-2,0.2,-0.9
N#C/C(=C1/C(=O)Nc2ccc(Br)cc21)c1ccccn1,12,10,0.0,0.1
CCOC(=O)Cn1ncn(-c2ccc(C(C)C)cc2)c1=O,4,0,0.1,0.0
CSc1nc2ccsc2c(=O)n1Cc1ccc(C)cc1,10,6,-0.6,-1.2
COc1cc(C=C2C(=O)NC(=S)NC2=O)cc(Cl)c1OCC(=O)O,4,-4,-0.1,-0.2
Cc1nc2ccc(S(=O)(=O)CCC(=O)NCc3ccccc3Cl)cc2s1,-2,-5,0.1,-0.2
COc1cc(NC(=O)CN2CCC(n3nnc4cc(C)ccc43)CC2)cc(OC)c1,-2,10,-0.1,0.8

# Single records, as listed above. Values in the order: MITF inh | TEAD-YAP inh | FBW7 act | GPR151 ag
# CC(C)[C@@H]1NC(=O)[C@H]2CN(C(=O)c3cccc(F)c3F)CCN2C1=O across the screens: 23 | -2 | 0.2 | -0.9
# CSc1nc2ccsc2c(=O)n1Cc1ccc(C)cc1 across the screens: 10 | 6 | -0.6 | -1.2

# Remaining list, next part:
SMILES,MITF inh,TEAD-YAP inh,FBW7 act,GPR151 ag
Cc1cc(C)cc(N2C(=O)CSC2c2cccc(C(F)(F)F)c2)c1 (centres undefined),19,1,0.0,-1.1
O=C(Cn1cnc2ccccc2c1=O)Nc1ccc(S(=O)(=O)N2CCOCC2)cc1,4,18,-0.2,-1.7
CCOC(=O)C1(Cc2ccc(OC)cc2)CCN(C(=O)CN(C)Cc2ccncc2)CC1,-2,-14,0.1,0.5
O=C1C(c2ccccc2F)N(CCC2=CCCCC2)C(=O)CN1C1CCCCCC1 (centres undefined),-3,5,-0.4,2.6
O=C1NC(=O)N(c2ccc(Cl)cc2)C(=O)/C1=C/c1ccc(Br)s1,-3,12,-0.1,0.0
C[C@@H](Cn1nnc2ccccc21)NC(=O)Cc1cccc(F)c1,16,5,0.2,-0.2
CC1CCC/C(=N\Nc2ccc(S(=O)(=O)N3CCOCC3)cc2[N+](=O)[O-])C1 (centres undefined),15,17,-0.1,-0.2
CCc1ncc(CN2CCC(C(=O)Nc3ccccc3-c3cccc(OC)c3)CC2)cn1,16,-7,0.0,-0.9
O=C(N[C@H]1C[C@H]2C(=O)N3CCC[C@H]3C(=O)N2C1)c1ccc(Cl)c(Cl)c1,9,4,-0.1,1.4
Cc1c(Cl)cccc1-n1ncnc1-c1cccc(Cl)c1,12,-5,-0.1,0.0
CCOC(=O)C1CCN(c2c(Nc3ccc(C)c(C)c3)c(=O)c2=O)CC1,3,-9,-0.1,-0.5
CCCc1cc(Nc2ccc(N(CC)CC)cc2)n2c(nc3ccccc32)c1C#N,8,6,-0.2,0.5
COc1ccc(N2CC(NC(=O)NCCc3ccc(OC)c(OC)c3)CC2=O)cc1 (centres undefined),-3,7,-0.7,2.5
O=C1NC(=O)C(CC(=O)N2Cc3ccccc3OC(c3ccccc3)C2)S1 (centres undefined),10,3,-0.1,0.2
COc1ccc(-c2nc3c(c4c2C[C@H](c2ccccc2)OC4)CN(S(=O)(=O)c2ccc(Cl)c4nonc24)CC3)c(C)c1,12,.,-0.1,1.6
O=C(O)CCc1ccc(-c2cnc(NCCCc3ccccc3)c3nccn23)cc1,-9,6,-0.2,-0.4
N#Cc1ccccc1OCc1cccc(Cl)c1,9,-69,0.0,-1.1
Cc1nc2nc(NCc3ccc(F)cc3)[nH]n2c(=O)c1C,1,8,-0.3,-0.7
CC1CCC(NC(=O)c2ccc(Cn3c(=S)[nH]c4ccccc4c3=O)cc2)CC1 (centres undefined),11,-7,0.0,0.3
COc1ccccc1-c1ccc(/C=C(\NC(=O)c2ccccc2)C(=O)NCCCn2cccn2)o1,3,8,0.1,-0.9
Cc1ccc(N2CCN(c3ccc(C)cc3)C2c2ccc(Br)cc2)cc1,6,15,0.1,-1.9
CN(C)CC(C)(O)c1ccc2c(c1)CN(Cc1c(F)cccc1F)CCO2 (centres undefined),14,10,0.1,-0.6
Oc1oc(-c2ccc(Cl)cc2)nc1C=Nc1ccccc1Br,-4,2,0.0,1.1
C=CCC(=O)N1CCCC(N2CCN(c3ccc(OC)cc3)CC2)C1 (centres undefined),-4,-6,0.0,-0.5
CC1=NN(c2ccc(Cl)c(C(=O)O)c2)C(=O)C1,-2,-6,-0.2,-0.3
NC(=O)c1ccc(NC(=S)NCc2ccco2)cc1,12,-8,0.0,-0.5
COCC(C)N1CCC(n2nccc2NC(=O)c2ccccc2C)CC1 (centres undefined),2,2,-0.1,0.0
O=C1OC(c2ccc3c(c2)OCO3)=N/C1=C\c1ccccc1Br,-4,-9,0.1,-0.3
COc1ccc(S(=O)(=O)Nc2cccc(-c3ccc(N4CCCCC4)nn3)c2)cc1C,-10,46*,-0.1,-2.6
NC(=O)C1(N2CCCCC2)CCN(S(=O)(=O)c2ccc(Cl)cc2)CC1,-2,-9,0.0,5.4*
O=C(NCC1CCCO1)C(=O)Nc1ccc2c(c1)OCO2 (centres undefined),2,-42,-0.2,-2.5
CC1CCN(CCNS(=O)(=O)c2cccc3cccnc23)CC1,-5,5,0.1,-1.7
CN1C(=O)CC(n2c(CO)nc3ccccc32)C1=O (centres undefined),8,-5,0.2,-0.4
CCOC(=O)c1sc(NC(=O)/C=C/c2ccc(Br)cc2)c(C(N)=O)c1C,21,-4,0.3,1.0
CCC(=O)N1CCc2cc(S(=O)(=O)NCc3ccccc3OC)ccc21,3,1,0.0,0.5
COc1cc2nc(-c3ccc(N4C(=O)c5ccc(-c6nc7cc(OC)c(OC)cc7c(=O)o6)cc5C4=O)cc3)oc(=O)c2cc1OC,8,-12,-0.1,0.3
Cc1ccc(NC(=O)CSc2nccc(=O)[nH]2)c(Br)c1,-1,7,-0.1,0.4
COc1ccc(OC)c(C(C)NC(=S)Nc2cccc(C(C)=O)c2)c1 (centres undefined),6,6,0.1,-0.3
COc1ccccc1/C=C/C(=O)Nc1nc(N)n(-c2ccccc2)n1,-4,-3,-0.1,0.5
O=C(CNC1CCCCC1)Nc1ccccc1N1CCCCCC1,17,-11,-0.1,1.4

# Overlap with the part before: six compounds, then new ones.
SMILES,MITF inh,TEAD-YAP inh,FBW7 act,GPR151 ag
CCC(=O)N1CCc2cc(S(=O)(=O)NCc3ccccc3OC)ccc21,3,1,0.0,0.5
COc1cc2nc(-c3ccc(N4C(=O)c5ccc(-c6nc7cc(OC)c(OC)cc7c(=O)o6)cc5C4=O)cc3)oc(=O)c2cc1OC,8,-12,-0.1,0.3
Cc1ccc(NC(=O)CSc2nccc(=O)[nH]2)c(Br)c1,-1,7,-0.1,0.4
COc1ccc(OC)c(C(C)NC(=S)Nc2cccc(C(C)=O)c2)c1 (centres undefined),6,6,0.1,-0.3
COc1ccccc1/C=C/C(=O)Nc1nc(N)n(-c2ccccc2)n1,-4,-3,-0.1,0.5
O=C(CNC1CCCCC1)Nc1ccccc1N1CCCCCC1,17,-11,-0.1,1.4
O=C1NCCN(Cc2cccc(Oc3ccccc3)c2)C1CC(=O)N1CCOCC1 (centres undefined),8,1,0.0,0.0
NS(=O)(=O)c1ccc(CCNC(=O)c2ccc([N+](=O)[O-])cc2Cl)cc1,9,4,-0.1,1.1
O=C(NNC(=O)c1ccccc1[N+](=O)[O-])c1cccs1,4,-8,-0.1,-0.3
O=C(CSc1nc2[nH]ncc2c(=O)n1-c1ccccc1)NCc1ccccc1,0,9,0.0,-0.7
CN(C(=O)C1CC(=O)c2sc(NC(=O)Cc3ccccc3)nc2C1)C1CCCCC1 (centres undefined),13,-2,-0.1,0.2
O=C1c2ccccc2C(=O)N1Cc1nc2ccccc2c(=O)n1N(c1ccccc1)c1ccccc1,5,3,0.3,0.0
COC(=O)CNc1nc(Cl)nc(Nc2ccc(C(C)C)cc2)n1,4,1,0.0,0.9
Cc1ccc2c(C)c(C(=O)N(Cc3ccco3)C3CCS(=O)(=O)C3)oc2c1 (centres undefined),7,4,-0.1,0.2
CC1CC(C)CN(C(C(=O)Nc2ccc(C(C)C)cc2)c2ccccc2)C1 (centres undefined),-4,1,-0.1,0.2
Cc1ccccc1NC(=S)NC(=O)CCCCCN1C(=O)c2ccccc2C1=O,-1,9,-0.1,-1.1
COC(=O)c1ccc2c(c1)N(Cc1ccc(S(C)(=O)=O)cc1)C(=O)C(F)(F)O2,13,1,0.2,1.4
CCOC(=O)N1CCN(S(=O)(=O)c2ccc(F)c(OCC)c2)CC1,19,4,0.0,0.4
CCC(C)NC(=O)[C@H](CSCc1ccccc1)N1Cc2ccccc2C1=O (some centres undefined),2,-1,-0.2,-0.2
O=C1/C(=C/c2c(NCCO)nc3ccccn3c2=O)SC(=S)N1C1CCCCC1,-2,10,0.1,1.5
CCCCOc1cccc(NC(=O)c2cccc(C(=O)Nc3cccc(OCCCC)c3)c2)c1,4,3,-0.1,-1.0
CCOC(=O)c1cnc2ccc(OC)cc2c1NCCc1nc2ccccc2n1-c1c(C(=O)OCC)cnc2ccc(OC)cc12,3,-3,-0.2,1.6
O=C(NCCNc1ccccc1[N+](=O)[O-])c1ccccc1F,0,-50,0.1,-0.4
COc1cc(Br)c(C=O)cc1O,10,12,0.3,0.2
CCCc1nn(CC(=O)NCc2cccs2)c(=O)c2cc3ccsc3n12,-2,0,-0.1,-0.2
CCC[C@@H]1NC(=O)[C@@H]2C[C@H](NC(=O)c3cccc4ccccc34)CN2C1=O,10,5,0.1,-0.1
CCOC(=O)N1CCN(C(=O)CC2(c3cccc(F)c3)CC(=O)N(C)C2=O)CC1 (centres undefined),-1,-5,-0.1,-0.4
Cn1cc([N+](=O)[O-])c(C(=O)O)n1,3,3,0.4,0.6
Cc1c(Cc2ccccc2)sc(NC(=O)C(F)(F)F)c1C(N)=O,6,3,-0.1,1.6
CC(=O)Nc1nnc(SCC(=O)Nc2ccc(N3CCCCC3)cc2)s1,12,11,0.1,0.3
COc1ccccc1CN1CCNC(=O)C1CC(=O)NCc1cn(C)nc1C (centres undefined),4,-14,-0.1,0.5
O=C(CC[C@H]1CN(Cc2ccncc2)CC[C@H]1N1CCOCC1)Nc1ccc(Cl)cc1,9,-6,0.1,-1.7
Cc1[nH]c2ccccc2c1N=Nc1cc(C(=O)O)cc(C(=O)O)c1,-4,-4,-0.1,1.6
COC(=O)c1cccc(OCC(O)Cn2ccnc2)c1 (centres undefined),5,0,-0.2,1.4
COCCN(C(=O)CC1C(=O)NCCN1Cc1cccc2ccccc12)C(C)C (centres undefined),1,4,0.0,-0.8
COCCNC(=O)c1cc(C)ccc1C,-1,-7,0.3,-1.4
O=S(=O)(c1cccc(-c2n[nH]c(=S)n2C2CCCC2)c1)N1CCOCC1,2,-3,-0.1,2.4
N#CC1=C(N)N2C(=C(C#N)C1c1cccs1)Sc1ccccc12 (centres undefined),9,-4,0.4,-1.4
CC(C)C(=O)Nc1sc2c(c1C(=O)O)CCCC2,12,15,0.7,-0.7
c1cnc2c(-c3cnc4ccc(NC5CCOCC5)nn34)cccc2c1,-5,-1,0.0,-1.0
COc1ccc(C)cc1NC(=O)NCc1ccco1,5,-13,-0.1,-0.8
Cc1ccc(OC(C)C(=O)Nc2ccc(C(N)=O)cc2)cc1 (centres undefined),-15,-5,-0.1,-1.4
CN(C)CCN1C(=O)C(O)=C(C(=O)/C=C/c2ccco2)C1c1ccncc1 (centres undefined),36,8,-0.3,-0.6
